Assay outcomes from PubChem.
Luc counter: Counterscreen for Luciferase (Kinase-Glo TM) Inhibition; 200,000 tested, 0.28% active; Kinase-Glo luciferase, ATP luminescence, 8 min; Potency, µM (doses to about 38.3 µM), without a hit: top-dose activity change, negative = inhibition, most hits filed as inhibitors; Luciferin 4-monooxygenase (Photuris pensylvanica), Q27757; further: potency means the concentration at half of the fitted maximal effect; on the % scale 0 is the no-effect control and ±100 the full control effect; nearly all actives have a fitted effect of over 60% in size
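Compound is pinned into ATP-containing buffer (10 uM ATP, imidazole pH 7.2, 7 mM MgCl2). Kinase-Glo luciferase reagent is then added. Light output is recorded following an 8-min room-temperature incubation.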
IMPase Li cell: qHTS Assay for Identifying the Cell-Membrane Permeable IMPase Inhibitors: Potentiation with Lithium; CHO-M1 cells, IP1 TR-FRET (IP-One), carbachol + lithium; Potency, µM (titrated, usually from 59.4 µM), without a hit: top-dose activity, negative = IMPase inhibition, actives largely listed as inhibitors; 210,000 tested, 0.35% active;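 further: IP1 builds up when IMPase is blocked and the TR-FRET signal falls; potency means the concentration at half of the fitted maximal effect; plate controls were basal vehicle for no effect and high inhibitor control for full effect; nearly all actives have a fitted effect of over 50% in size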
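Readout is a homogeneous TR-FRET IP1 immunoassay (Ex 320, Em 665 and 620), where raised cytosolic IP1 lowers signal. Cells were CHO-M1 treated 30 min at 37C with test compounds plus a little lithium; AC50 values came from Hill-equation fitting.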
aGal spleen mod: qHTS Assay for Inhibitors and Activators of Human alpha-Galactosidase From Spleen Homogenate; human spleen homogenate, 4MU-alpha-Gal fluorescence, 40 min; Potency, µM (series often up to 80 µM), for the others: top-dose activity change, negative = inhibition, actives largely listed as inhibitors; 240,000 tested, 0.008% active; AID 2107, 2009;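 further: potency means the concentration at half of the fitted maximal effect; 0% = enzyme with vehicle and -100% = no enzyme basal signal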
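Fluorogenic readout (Ex 365/Em 440 nm) of 4-methylumbelliferone released from 1 mM 4-MU-alpha-galactoside by spleen homogenate, 40 min at 37C, pH 5.0. Data normalized to no-enzyme and enzyme controls; Hill-equation AC50 from compound titrations.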
LMNA splice mod: qHTS Assay for Modulators of Lamin A Splicing; HeLa LMNA splicing GFP/RFP minigene ratio, 48 h; Potency, µM (series often up to 46.1 µM), without a hit: at the highest dose ratio change, negative = inhibition, usual class: inhibitors; 200,000 tested, 0.01% active; active means well fitted inhibition curve with a large enough effect in the signal ratio, with a control signal flat, not every such curve was filed as active; inconclusive means small, poorly fitted or top-dose-only effect, or effect the other way, or a change in a side signal; the % refers to the signal ratio; further: potency means the concentration at half of the fitted maximal effect; on the % scale 0 is the no-effect control and ±100 the full control effect
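Read-out is the ratio of GFP to DsRed2 object intensity, acquired by 488 nm laser-scanning cytometry on HeLa lamin A-EGFP minigene reporter cells. Compound incubation 48 hrs at 37 °C in Opti-MEM with 2% FBS; DMSO 0.5% final.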
CBFb-RUNX1 inh: qHTS Assay for Compounds Blocking the Interaction Between CBF-beta and RUNX1 for the Treatment of Acute Myeloid Leukemia; AID 1477, 2009; AlphaScreen CBFb-His/RUNX1-biotin binding, biochemical; 230,000 tested, under 10 active; Potency, µM (highest dose often 59.8 µM), for inactives: at the top dose activity, negative = inhibition, hits mostly inhibitors; further: % of control where 0% means no effect
Target sequence (Q01196 whole entry, looked up): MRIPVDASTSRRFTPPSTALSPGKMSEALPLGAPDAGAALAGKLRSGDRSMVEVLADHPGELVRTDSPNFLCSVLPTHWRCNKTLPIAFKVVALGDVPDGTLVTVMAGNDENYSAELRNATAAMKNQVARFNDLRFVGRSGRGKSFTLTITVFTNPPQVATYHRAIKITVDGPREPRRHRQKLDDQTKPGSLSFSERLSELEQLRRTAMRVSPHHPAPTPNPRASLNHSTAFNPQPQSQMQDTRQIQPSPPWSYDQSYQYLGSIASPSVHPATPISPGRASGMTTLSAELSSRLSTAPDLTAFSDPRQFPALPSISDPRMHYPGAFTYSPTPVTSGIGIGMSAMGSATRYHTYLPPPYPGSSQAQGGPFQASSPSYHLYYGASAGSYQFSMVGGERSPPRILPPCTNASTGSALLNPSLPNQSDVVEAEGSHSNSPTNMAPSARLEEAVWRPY
Target sequence (Q13951 whole entry, looked up): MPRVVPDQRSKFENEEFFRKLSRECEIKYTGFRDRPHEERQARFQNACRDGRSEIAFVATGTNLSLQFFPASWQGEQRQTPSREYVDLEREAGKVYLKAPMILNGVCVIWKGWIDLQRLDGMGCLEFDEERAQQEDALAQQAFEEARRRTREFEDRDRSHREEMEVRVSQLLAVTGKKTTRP
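Inhibition was taken as any reduction in AlphaScreen signal from the CBF-beta–RUNX1 pair (His and biotin tags, 30 nM each), measured after compound (15 min) and bead (90 min) incubations at room temperature.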
Epigenetic derep: Quantitative High-Throughput Screen for Regulators of Epigenetic Control; murine LDR cells, GFP reporter derepression, 30 h; Potency, µM (titrated, usually from 53.9 µM), inactives show at the highest dose GFP activation, actives largely listed as activators; 280,000 tested, 0.2% active; further: potency means the concentration at half of the fitted maximal effect; % of control where 0% means no effect; nearly all actives have a fitted effect of over 60% in size
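Derepression of a silenced CMV-GFP reporter in murine LDR cells is scored by enumerating GFP-positive cells with a laser-scanning microplate cytometer after 30 hours of treatment at 37 C.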
NPSR antagonist: qHTS Assay for Antagonists of the Neuropeptide S Receptor: cAMP Signal Transduction; Potency, µM (doses to about 38.3 µM), for the others: at the top dose activity change, negative = inhibition, most hits filed as inhibitors; CHO-NPSR cells, cAMP TR-FRET, antagonist mode; 220,000 tested, 1% active; AID 1461, 2008; further: potency means the concentration at half of the fitted maximal effect; on the % scale 0 is the no-effect control and ±100 the full control effect; nearly all actives have a fitted effect of over 50% in size; many of its hits are not listed in these tables
The depositor's hits bear a star; ? = inconclusive; nt = not tested or not shown; [ ] = remark or other dose. Unless noted, the call rests on the fitted dose curve; in most records, active means well fitted curve in the direction sought with a large enough effect; inconclusive means small, poorly fitted or top-dose-only effect, or another doubt; inactive means no such curve, though single readings can be large; an effect the other way counts as inactive or inconclusive. An excerpt, so the mix of outcomes need not match the whole.

SMILES	Luc counter	IMPase Li cell	aGal spleen mod	LMNA splice mod	CBFb-RUNX1 inh	Epigenetic derep	NPSR antagonist
C[C@]12CC[C@@H]3C(=CCc4cc(O)ccc43)[C@@H]1CCC2=O	-0.7%[17.1 µM]	11.4%	6.8%[29.1 µM]	?	-10.0%[21.7 µM]	1.1%[16.9 µM]	nt
C[C@]12CC[C@H]3C(=CCc4cc(O)ccc43)[C@@H]1CCC2=O	-6.9%	0.8%	-10.5%	6.9%	-9.7%	-0.4%	-4.9%
C[C@H](CCC(=O)O)[C@H]1CC[C@@H]2[C@@H]3[C@@H](O)C[C@H]4C[C@@H](O)CC[C@@]4(C)[C@H]3CC[C@@]21C	0.5%[17.1 µM]	-1.4%	8.0%[29.1 µM]	-5.7%	5.6%[21.7 µM]	5.2%[16.9 µM]	nt

Single records (already shown):
C[C@]12CC[C@@H]3C(=CCc4cc(O)ccc43)[C@@H]1CCC2=O is entered as Luc counter: -0.7%[17.1 µM]; IMPase Li cell: 11.4%; aGal spleen mod: 6.8%[29.1 µM]; LMNA splice mod: ?; CBFb-RUNX1 inh: -10.0%[21.7 µM]; Epigenetic derep: 1.1%[16.9 µM]; NPSR antagonist: nt
C[C@H](CCC(=O)O)[C@H]1CC[C@@H]2[C@@H]3[C@@H](O)C[C@H]4C[C@@H](O)CC[C@@]4(C)[C@H]3CC[C@@]21C is entered as Luc counter: 0.5%[17.1 µM]; IMPase Li cell: -1.4%; aGal spleen mod: 8.0%[29.1 µM]; LMNA splice mod: -5.7%; CBFb-RUNX1 inh: 5.6%[21.7 µM]; Epigenetic derep: 5.2%[16.9 µM]; NPSR antagonist: nt
